S2 tox = cell viability loss in ATXN counter-screen; Potency, µM (top dose mostly 56.7 µM), usual class: cytotoxic; S2 cells (HEK-293 line with an ATXN2-luciferase reporter) viability, CellTiter-Fluor protease fluorescence, 24 h; hit rate 0.49% among 400,000; note: potency is the fitted concentration of half-maximal effect; nearly all actives have a fitted effect of over 40% in size
MCF10A rerep = DNA re-replication induction in MCF 10a cells. MCF 10A DNA re-replication, Hoechst nuclear intensity, 48 h. Potency, µM (highest dose often 46.1 µM), for the others: at the highest dose activity, positive = re-replication, most hits filed as activators. hit rate 2.9% among 350,000; note: potency is the fitted concentration of half-maximal effect; % of control where 0% means no effect; nearly all actives have a fitted effect of over 50% in size
ATXN2 expr inh = inhibitors of ATXN2 expression. HEK-293 ATXN2-luciferase reporter, luminescence, 24 h. Potency, µM (top dose mostly 57 µM), without a hit: at the highest dose activity change, negative = inhibition, hits mostly inhibitors. hit rate 0.72% among 360,000; note: potency is the fitted concentration of half-maximal effect; % is set by controls: 0 for no effect and ±100 for the full control effect; nearly all actives have a fitted effect of over 55% in size
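ATXN2-luciferase reporter cells (luciferase flanked by upstream and downstream ATXN2 gene portions) were treated 24 h at 37 °C with compounds at up to 57 uM. SteadyGlo luminescence gave expression; GF-AFC fluorescence gave viability.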
IL1B secr inh = inflammasome signaling inhibition, IL-1 beta readout; AID 743279; hit rate 4.7% among 360,000; activity change, % at 57.5 µM; THP-1 LPS/ATP IL-1B secretion, AlphaLISA, 16 h; stronger effect = lower value; in the data active = activity change below about -50%; inconclusive = mostly about -30% to -49%; note: % is set by controls: 0 for no effect and ±100 for the full control effect
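THP-1 cells pretreated 1 hr with compounds (up to 57.5 uM final), then stimulated with LPS (250 ng/mL final) plus ATP (1.25 mM final); secreted IL-1B measured by AlphaLISA after 16 hr, decreased signal indicating inhibition.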
KB-3-1 cytotox = kills parental KB-3-1 adenocarcinoma cells. Potency, µM (series often up to 46.1 µM), for the others: at the highest dose activity change, negative = cytotoxic, hits mostly cytotoxic. AID 1347075. KB-3-1 viability, CellTiter-Glo ATP luminescence, 72 h. hit rate 1.4% among 400,000; note: potency is the fitted concentration of half-maximal effect; % is set by controls: 0 for no effect and ±100 for the full control effect; nearly all actives have a fitted effect of over 60% in size
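Using CellTiter-Glo luminescence, growth of non-resistant KB-3-1 adenocarcinoma cells is assessed 72 h after pin-tool compound addition at 37 °C. Normalized responses across the concentration series yield fitted curves.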
SW480 rerep = inducers of DNA re-replication in SW480 colon cancer cells. SW480 DNA re-replication, Hoechst DNA content imaging, 48 h. Potency, µM (series often up to 46.1 µM), inactives show top-dose re-replication activation, hits mostly activators. hit rate 1.8% among 340,000; note: potency is the fitted concentration of half-maximal effect; % of control where 0% means no effect; nearly all actives have a fitted effect of over 55% in size
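Image-based DNA-content assay: after two days of treatment, nuclei were labelled with the DNA dye Hoechst and imaged, and hits were compounds raising the count of nuclei showing high fluorescence intensity.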
KB-V1 MDR tox = KB-V1 MDR subline cytotoxicity | hit rate 3.4% among 400,000 | KB-V1 MDR cells viability, CellTiter-Glo, 72 h | Potency, µM (highest dose often 46.1 µM), for the others: top-dose activity change, negative = cytotoxicity, usual class: cytotoxic; note: potency is the fitted concentration of half-maximal effect; % is set by controls: 0 for no effect and ±100 for the full control effect; nearly all actives have a fitted effect of over 60% in size
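Cytotoxicity toward P-gp-expressing KB-V1 cells was determined as loss of CellTiter-Glo luminescence after 72 h at 37 degrees C. Compounds were tested in quantitative HTS format across a concentration range, with curves fitted to normalized data.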
HT1080 IDH1KD tx = kills HT-1080 cells with IDH1 knockdown; HT-1080 IDH1 knockdown viability, ATP luminescence, 48 h; Potency, µM (highest dose often 46.1 µM), for inactives: top-dose activity, negative = toxicity, hits mostly cytotoxic; hit rate 2% among 360,000; AID 686971;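 note: potency is the fitted concentration of half-maximal effect; 0% = DMSO wells and -100% = cell-free medium wells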
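CellTiter-Glo luminescence after 48 h compound exposure at 37 degrees C of IDH1-knockdown HT-1080 cells in 5% FBS RPMI. %Activity scaled between DMSO wells and cell-free media wells, with curves fitted and assigned curve classes.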
HT1080-NT tox = kills 2HG-producing HT-1080-NT fibrosarcoma cells; Potency, µM (highest dose often 46.1 µM), for the others: at the top dose activity, negative = less viability, actives largely listed as cytotoxic; HT-1080-NT fibrosarcoma viability, CellTiter-Glo ATP luminescence, 48 h; AID 686970; hit rate 1.6% among 360,000;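 note: NT is the 2HG producing partner of a matched IDH1 knockdown line; potency is the fitted concentration of half-maximal effect; 0% = DMSO-treated cells and -100% = media-only wells without cells; nearly all actives have a fitted effect of over 55% in size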
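Read-out is CellTiter-Glo luminescence after 10 minutes at room temperature, following 48 hours' compound treatment of HT-1080-NT cells (750 cells/well, RPMI, 5% FBS, 37 degrees C).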
* hit, by the source's call; [ ] = another dose, or the depositor's remark. Unless noted, calls come from the whole dose curve; as a rule, active = well fitted curve in the direction sought with a large enough effect; inconclusive = small, poorly fitted or top-dose-only effect, or another doubt; inactive = no such curve, though single readings can be large; an effect the other way counts as inactive or inconclusive.

`COc1ccccc1N1CCN(C(=O)COc2ccc(Cl)cc2Br)CC1` gave S2 tox inconclusive, MCF10A rerep inconclusive, ATXN2 expr inh -30%, IL1B secr inh inconclusive, KB-3-1 cytotox inconclusive, SW480 rerep inconclusive, KB-V1 MDR tox inconclusive, HT1080 IDH1KD tx inconclusive and HT1080-NT tox inconclusive.
For Cc1cccc(NS(=O)(=O)c2cccc([N+](=O)[O-])c2)n1 the results were S2 tox inactive, MCF10A rerep 10%, IL1B secr inh 50, KB-3-1 cytotox -3%, SW480 rerep 7%, KB-V1 MDR tox 0%, HT1080 IDH1KD tx -1% and HT1080-NT tox -9%.
`CCOc1ccc(CCNC(=O)COC(=O)Cc2ccc(OC)c(OC)c2)cc1OCC` gave S2 tox inactive, MCF10A rerep inconclusive, ATXN2 expr inh 3%, IL1B secr inh 36, KB-3-1 cytotox 10%, SW480 rerep -5%, KB-V1 MDR tox 15%, HT1080 IDH1KD tx 0% and HT1080-NT tox 2%.
For Cc1cccc(CCNC(=O)C2CCCN(c3cnccn3)C2)c1 (configuration not stated) the results were S2 tox inactive, MCF10A rerep 0%, ATXN2 expr inh 3%, IL1B secr inh 0, KB-3-1 cytotox 9%, SW480 rerep -4%, KB-V1 MDR tox -5%, HT1080 IDH1KD tx 12% and HT1080-NT tox 14%.
`Cc1ccc(-c2cc3nccc(-c4cc([N+](=O)[O-])ccc4O)n3n2)cc1` gave S2 tox inconclusive, ATXN2 expr inh inconclusive, KB-3-1 cytotox 23µM* and KB-V1 MDR tox inconclusive.
Screening CCOC(=O)CC(NC(=O)CCc1c(C)nc2cc(-c3ccccc3)nn2c1C)c1ccc(C)cc1 (configuration not stated) returned S2 tox inconclusive, ATXN2 expr inh inconclusive, KB-3-1 cytotox 0% and KB-V1 MDR tox -8%.
`CSc1nc(-c2ccccc2)nn1C(=O)c1ccc(Cl)cc1` gave S2 tox inactive, MCF10A rerep -3%, ATXN2 expr inh 10%, IL1B secr inh -13, KB-3-1 cytotox 3%, SW480 rerep 3%, KB-V1 MDR tox 14%, HT1080 IDH1KD tx 7% and HT1080-NT tox 13%.
COC1=C(N2CCOCC2)C(=O)c2ccccc2C1=O was read as S2 tox inactive, MCF10A rerep 3%, ATXN2 expr inh -14%, IL1B secr inh 20, KB-3-1 cytotox -1%, SW480 rerep -6%, KB-V1 MDR tox 1%, HT1080 IDH1KD tx -28% and HT1080-NT tox -3%.
COC(=O)c1cc(COC(=O)c2ccc3ccccc3n2)oc1C was read as S2 tox inactive, MCF10A rerep -14%, ATXN2 expr inh 5%, IL1B secr inh 58, KB-3-1 cytotox 3%, SW480 rerep -6%, KB-V1 MDR tox 14%, HT1080 IDH1KD tx 4% and HT1080-NT tox 7%.
`Cc1nn(C(=O)c2ccco2)c(C)c1Sc1ccc([N+](=O)[O-])cc1` gave S2 tox inconclusive, MCF10A rerep -17%, ATXN2 expr inh 2%, IL1B secr inh 26, KB-3-1 cytotox -4%, SW480 rerep -4%, KB-V1 MDR tox -6%, HT1080 IDH1KD tx 18% and HT1080-NT tox 19%.
COc1ccc(NS(=O)(=O)c2ccc3[nH]c(=O)[nH]c3c2)cc1OC was read as S2 tox inactive, MCF10A rerep -1%, ATXN2 expr inh -16%, IL1B secr inh 20, KB-3-1 cytotox 7%, SW480 rerep -4%, KB-V1 MDR tox 6%, HT1080 IDH1KD tx 9% and HT1080-NT tox 5%.
Screening CCC(CC)C(=O)Nc1nc(-c2ccc3c(c2)CCN3C(=O)C2CC2)c(C)s1 returned S2 tox inconclusive, MCF10A rerep inconclusive, ATXN2 expr inh inconclusive, IL1B secr inh 49, KB-3-1 cytotox inconclusive, SW480 rerep 12%, KB-V1 MDR tox 0%, HT1080 IDH1KD tx -11% and HT1080-NT tox -18%.
COC(=O)c1ccc2c(c1)NC(=O)C(N1CCCC1)S2 (configuration not stated) was read as S2 tox inactive, MCF10A rerep -3%, ATXN2 expr inh 2%, IL1B secr inh 23, KB-3-1 cytotox 5%, SW480 rerep -12%, KB-V1 MDR tox -4%, HT1080 IDH1KD tx 5% and HT1080-NT tox 5%.
CC(C)[C@H](NC(=O)c1ccc(Cl)c([N+](=O)[O-])c1)C(=O)O was read as S2 tox inactive, MCF10A rerep 8%, ATXN2 expr inh -4%, IL1B secr inh 4, KB-3-1 cytotox 0%, SW480 rerep 5%, KB-V1 MDR tox 0%, HT1080 IDH1KD tx 17% and HT1080-NT tox 8%.
`S=c1[nH]nc(Cc2ccc(Br)cc2)n1/N=C/c1ccc(Cl)cc1` gave S2 tox inactive, MCF10A rerep inconclusive, ATXN2 expr inh -14%, IL1B secr inh -63*, KB-3-1 cytotox 5%, SW480 rerep -1%, KB-V1 MDR tox -26%, HT1080 IDH1KD tx -26% and HT1080-NT tox -20%.
`Cc1ccc(C(=O)Nc2cc(C(C)C)c(O)c(C(C)C)c2)cc1` gave S2 tox inactive, MCF10A rerep -2%, ATXN2 expr inh 0%, IL1B secr inh 0, KB-3-1 cytotox inconclusive, SW480 rerep -1%, KB-V1 MDR tox 16µM*, HT1080 IDH1KD tx -10% and HT1080-NT tox 1%.
For COc1ccc(C(CNC(=O)c2ccco2)N2CCCCC2)cc1 (configuration not stated) the results were S2 tox inactive, MCF10A rerep 7%, ATXN2 expr inh -2%, IL1B secr inh 0, KB-3-1 cytotox -2%, SW480 rerep -2%, KB-V1 MDR tox -18%, HT1080 IDH1KD tx 0% and HT1080-NT tox 7%.
`COc1ccc(-n2c(=O)c3c4c(sc3n(CC(=O)NCC3CCCO3)c2=O)CCCC4)c(OC)c1` (configuration not stated) gave S2 tox inactive, MCF10A rerep -1%, ATXN2 expr inh -13%, IL1B secr inh 3, KB-3-1 cytotox -31%, SW480 rerep 3%, KB-V1 MDR tox -3%, HT1080 IDH1KD tx -8% and HT1080-NT tox 3%.
`CN1CCC(NC(=O)c2ccncc2)CC1` gave S2 tox inactive, MCF10A rerep -18%, ATXN2 expr inh -10%, IL1B secr inh -5, KB-3-1 cytotox -2%, SW480 rerep inconclusive, KB-V1 MDR tox 8%, HT1080 IDH1KD tx 20% and HT1080-NT tox 21%.
Cc1ccc2occ(C(c3nnnn3C3CCCC3)N3CCN(C(=O)c4ccco4)CC3)c(=O)c2c1 (configuration not stated) was read as S2 tox inactive, MCF10A rerep -8%, ATXN2 expr inh -13%, IL1B secr inh -64*, KB-3-1 cytotox -12%, SW480 rerep 2%, KB-V1 MDR tox -17%, HT1080 IDH1KD tx inconclusive and HT1080-NT tox -26%.
Screening O=C(N/N=C/c1ccc(N2CCOCC2)cc1)c1ccccc1OCCOc1ccccc1 returned MCF10A rerep inconclusive, ATXN2 expr inh inconclusive, IL1B secr inh -65*, KB-3-1 cytotox 1%, SW480 rerep inconclusive, KB-V1 MDR tox inconclusive, HT1080 IDH1KD tx inconclusive and HT1080-NT tox -20%.
For CCOC(=O)[C@]12CCC=C1N(Cc1ccco1)C(=O)[C@H](CC(=O)NCCCN1CCCC1=O)C2 the results were S2 tox inactive, ATXN2 expr inh 12%, IL1B secr inh 40, KB-3-1 cytotox 22%, KB-V1 MDR tox 22%, HT1080 IDH1KD tx 2% and HT1080-NT tox 15%.
For COC(=O)c1cnc(SCc2ccc(C)cc2)n1C the results were S2 tox inactive, MCF10A rerep 19%, ATXN2 expr inh 0%, IL1B secr inh -5, KB-3-1 cytotox 13%, SW480 rerep -5%, KB-V1 MDR tox -25%, HT1080 IDH1KD tx 0% and HT1080-NT tox -1%.
Screening CCOC(=O)c1cnc2ccc(OCC)cc2c1N1CCN(c2ccccc2F)CC1 returned S2 tox inconclusive, ATXN2 expr inh 0%, KB-3-1 cytotox -10% and KB-V1 MDR tox inconclusive.
`COCCn1c(C)cc(C(=O)Cn2nc(C(=O)O)c3ccccc3c2=O)c1C` gave S2 tox inactive, MCF10A rerep -12%, IL1B secr inh -3, KB-3-1 cytotox 1%, SW480 rerep -19%, KB-V1 MDR tox 3%, HT1080 IDH1KD tx -2% and HT1080-NT tox 6%.
`Cc1ccc(C2CC(=O)NC(SCC(=O)Nc3nccs3)=C2C#N)cc1` (configuration not stated) gave S2 tox inactive, MCF10A rerep 10%, ATXN2 expr inh 2%, IL1B secr inh 20, KB-3-1 cytotox -8%, SW480 rerep -5%, KB-V1 MDR tox 3%, HT1080 IDH1KD tx -3% and HT1080-NT tox -3%.
O=C(COC(=O)CCC1CCCC1)Nc1cc(S(=O)(=O)N2CCOCC2)ccc1Cl was read as S2 tox inactive, MCF10A rerep -3%, ATXN2 expr inh 4%, IL1B secr inh 21, KB-3-1 cytotox 14%, SW480 rerep -73%[inhibitor], KB-V1 MDR tox 1%, HT1080 IDH1KD tx 7% and HT1080-NT tox 7%.
Screening COc1ccc(NC(=O)N(C)C[C@H]2Oc3c(NS(=O)(=O)c4cn(C)cn4)cccc3C(=O)N([C@H](C)CO)C[C@@H]2C)cc1 returned S2 tox inactive, MCF10A rerep -4%, ATXN2 expr inh 3%, IL1B secr inh 13, KB-3-1 cytotox 0%, SW480 rerep -79%[inhibitor], KB-V1 MDR tox 0%, HT1080 IDH1KD tx 4% and HT1080-NT tox 11%.
Nc1nnc(SCc2c(F)cccc2Cl)s1 was read as S2 tox inactive, MCF10A rerep 2%, ATXN2 expr inh 18%, IL1B secr inh -8, KB-3-1 cytotox 12%, SW480 rerep -3%, KB-V1 MDR tox inconclusive, HT1080 IDH1KD tx 1% and HT1080-NT tox -1%.
COc1ccc2sc(-c3ccc(SC)cc3)c(/C=C/c3ccc(OC)c(OC)c3)c2c1 was read as S2 tox inactive, MCF10A rerep 9.2µM*, ATXN2 expr inh 2%, IL1B secr inh 3, KB-3-1 cytotox 6%, SW480 rerep 17%, KB-V1 MDR tox 3%, HT1080 IDH1KD tx -10% and HT1080-NT tox -6%.

High-throughput results deposited in PubChem by National Center for Advancing Translational Sciences (NCATS).
